Screening results deposited in PubChem BioAssay by The Scripps Research Institute Molecular Screening Center.
ASAP1 GAP inh: inhibitors of human ASAP1 ArfGAP activity | Q9ULH1 | ASAP1-stimulated ARF1 GTP hydrolysis, GDP FP detection | inhibition, % at 16.5 µM | 360,000 compounds, 0.19% hits | AID 624377; in the data active means inhibition above about 25%;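 further: 0% = vehicle with enzyme and substrate and 100% = no enzyme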
Target sequence (Q9ULH1 325-724 limits assumed): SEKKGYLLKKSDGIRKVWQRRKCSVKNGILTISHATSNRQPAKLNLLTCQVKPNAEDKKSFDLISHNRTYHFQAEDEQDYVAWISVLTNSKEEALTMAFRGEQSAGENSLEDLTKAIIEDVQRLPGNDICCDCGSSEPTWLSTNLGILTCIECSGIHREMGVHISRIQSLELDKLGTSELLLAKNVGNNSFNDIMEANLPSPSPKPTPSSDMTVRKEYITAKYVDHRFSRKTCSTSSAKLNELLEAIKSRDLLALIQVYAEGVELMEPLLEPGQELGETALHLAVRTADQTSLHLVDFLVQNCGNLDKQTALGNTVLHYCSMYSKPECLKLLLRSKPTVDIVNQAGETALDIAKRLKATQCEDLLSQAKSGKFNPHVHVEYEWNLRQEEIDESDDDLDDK
ADAM17 inh: ADAM17 inhibition, QFRET primary screen; recombinant ADAM17, EDANS/DABCYL FRET peptide cleavage; 370,000 compounds, 0.83% hits; inhibition, % at 6.95 µM;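 active means inhibition above the mean of compounds lying between control limits plus 3 SD, set per campaign, cut at about 8.5% in these data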;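 further: 0% = DMSO-only wells as the low control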
DDE Tn6 FP inh: DD(E)-Tn6 binding inhibition, primary FP screen; P02675; Fibrin DD(E) TRITC-Tn6 fluorescence polarization displacement; inhibition, % at 8.3 µM; 370,000 compounds, 0.21% hits; AID 720509;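 active means inhibition above a per-campaign cutoff: mean of compounds within control limits plus 3 SD, cut at about 15% in these data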;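 further: 0% = median of all compound wells on the plate and 100% = blocking peptide control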
MBD2 DNA inh: MBD2-methylated oligo binding inhibition; TR-FRET, MBD2 binding to methylated oligonucleotide; AID 686964; 370,000 compounds, 0.31% hits; inhibition, % at 4.4 µM; in the data active means inhibition above about 13%
UHRF1 binding: UHRF1 methyl-DNA binding inhibition; UHRF1 binding to methylated oligo, TR-FRET; inhibition, % at 4.4 µM; 370,000 compounds, 0.75% hits; AID 687016; in the data active means inhibition above about 21%;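 further: UHRF1 SRA domain binding a hemimethylated CpG hairpin DNA probe; 0% = median of test compound wells and 100% = reference inhibitor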
PLCb3 inh: PLC-beta3 (human) inhibition, primary screen. 370,000 compounds, 0.18% hits. Purified PLC-beta3, fluorogenic substrate, fluorescence. inhibition, % at 12.2 µM. Q01970. AID 720704; in the data active means inhibition above about 11%;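 further: 0% = median of compound wells on plate and 100% = full blocker control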
ARFGAP1 inhibitor: rat ARFGAP1 inhibition; Q62848; Arfgap1-stimulated ARF1 GTP hydrolysis, GDP FP detection; inhibition, % at 16.5 µM; 360,000 compounds, 0.26% hits; AID 651572;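 active means inhibition above a per-plate limit, mean inhibition of low control wells plus 3 SD, cut at about 25% in these data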;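 further: 0% = DMSO wells with enzyme and 100% = wells lacking Arfgap1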
Target sequence (Q62848 1-136 limits assumed): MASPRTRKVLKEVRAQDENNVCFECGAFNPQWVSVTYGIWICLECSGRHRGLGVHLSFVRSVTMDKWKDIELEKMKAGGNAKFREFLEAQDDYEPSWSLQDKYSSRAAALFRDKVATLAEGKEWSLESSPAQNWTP
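system = rat Arfgap1 catalytic domain, aa 1-136 | technique = FP, GDP Alexa 633 tracer displaced from anti-GDP antibody, 620/688 nm | compound = one concentration, 16.5 µM, DMSO 1.26% | medium = HEPES-based buffer, pH 7.5 | timing = compound-enzyme preincubation 20 min, reaction 120 min, detection 60 min, 25 °C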
Tn7 DDE FP: disrupts Tn7 cyclic peptide binding to fibrin D-Dimer-E complex; inhibition, % at 8.3 µM; 370,000 compounds, 0.13% hits; FP displacement of FITC-Tn7 peptide from fibrin DD(E); 0% = median of compound wells per plate;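 active means inhibition above the mean of compounds falling within the control limits plus 3 SD of them, cut at about 14% in these data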;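 further: 0% = plate median of compound wells and 100% = 10 µM Aha-Tn7 peptide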
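system = human fibrin DD(E) protein | quantity = DD(E) 2 µM final | medium = Tris/NaCl/CaCl2 buffer, pH 7.8 | also added = labelled Tn7 tracer, 0.1 µM | compound dosing = single point at 8.3 µM | timing = compound with protein 10 min, then 3 h after probe, room temperature | signal = FP measurement | benchmarks = Aha-Tn7 high control | repeats = one replicate per compound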
KLK7 zymogen act: activates the human kallikrein-7 zymogen | purified proKLK7, EDANS-DABCYL substrate fluorescence; 100% is mature enzyme control, 0% vehicle | activation, % at 7 µM | 370,000 compounds, 0.9% hits | AID 652039;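 active means activation above the mean of all tested compounds plus 3 SD, computed per campaign excluding outliers beyond control limits, cut at about 13% in these data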
Target sequence (P49862 whole entry, looked up): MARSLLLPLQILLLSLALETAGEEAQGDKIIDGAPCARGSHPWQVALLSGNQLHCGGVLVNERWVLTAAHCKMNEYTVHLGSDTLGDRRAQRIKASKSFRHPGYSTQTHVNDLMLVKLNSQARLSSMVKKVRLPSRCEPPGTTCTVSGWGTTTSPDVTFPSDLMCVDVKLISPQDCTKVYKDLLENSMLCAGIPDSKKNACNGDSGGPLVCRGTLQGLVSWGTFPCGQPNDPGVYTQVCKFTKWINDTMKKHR
PLC-gamma1 inh: PLC-gamma1 (human) inhibition, primary screen. P19174. purified PLC-gamma1, fluorogenic substrate, fluorescence. inhibition, % at 12.2 µM. 370,000 compounds, 0.84% hits. AID 720700; in the data active means inhibition above about 9.5%
Starred values were filed as active, the others as inactive; i = inactive; . = no result given.

cpd	PLC-gamma1 inh	KLK7 zymogen act	ASAP1 GAP inh	DDE Tn6 FP inh	UHRF1 binding	MBD2 DNA inh	ARFGAP1 inhibitor	Tn7 DDE FP	PLCb3 inh	ADAM17 inh	structure
1	-3	0.5	2	5	-1	0	-6	-3	0	-4	CCOc1ccccc1OCC(=O)NN1Cc2ccccc2C1=N
2	-2	-0.1	-15	1	-2	-2	-4	3	-2	-2	CCNc1nnc(SCC(=O)N2c3ccccc3NC(=O)CC2C)s1 (stereo unspecified)
3	1	0.4	8	-5	3	-3	9	4	3	3	CC(C)c1ccc(C(CC(=O)c2ccc(Cl)cc2)C(=O)O)cc1 (stereo unspecified)
4	2	0.1	-7	-4	0	0	3	-1	2	6	Cc1ccc(C)c(N2CCN(C(=O)Nc3ccc4c(c3)N(C)C(=O)CS4)CC2)c1
5	6	0.6	-4	-6	-3	-3	-14	-10	2	6	Cc1nn(C(C)(C)C)c(OC(=O)C2CCCC2)c1S(=O)(=O)c1ccccc1
6	-1	0.2	-3	-2	1	3	7	13	-9	-5	Cn1cc(CNCc2cn(C)nc2-c2ccc(C3CCCCC3)cc2)cn1
7	1	-0.5	-20	1	0	0	-6	10	2	-4	CC(=O)Oc1cc(C(C)C)c(OCCN(C)C)cc1C
8	-1	0.0	9	-2	1	7	-1	3	-1	-5	O=C(NCc1ccco1)C(=O)NCC1OCCN1S(=O)(=O)c1cc(F)ccc1F (stereo unspecified)
9	i	141*	16	-3	-4	2	-2	4	i	-465	O=C(NNC(=O)c1cc(-c2ccco2)nc2ccccc12)c1ccccc1
10	1	0.6	-7	-2	-2	-3	-2	6	1	-1	COC(=O)C1=C(C)N(Cc2cccc(C(F)(F)F)c2)C(=NCc2ccc3c(c2)OCO3)NC1c1ccccc1 (stereo unspecified)
11	5	0.5	4	-6	1	4	5	-3	1	2	CC(=O)Nc1ccc(SCC(=O)OCC(=O)NC(=O)NCc2ccco2)cc1
12	-4	-0.7	1	1	-2	-7	3	4	-8	-2	CCOC(=O)C(C(=O)OCC)c1c([N+](=O)[O-])c(=O)n2c3c(cccc13)CCC2
13	-213	-22	0	6	8	1	12	7	-226	-11	COCCCNC(=S)N/N=C/c1cccc(OC)c1O
14	4	.	.	2	2	0	.	0	1	0	CN1CCC(N[C@@H](Cc2ccccc2)C(=O)NCCCc2ccccc2)(C(=O)NCCc2c[nH]c3ccccc23)CC1
15	4	0.3	8	-1	4	-5	-1	1	-3	-3	Cn1c(=O)oc2cc(S(=O)(=O)CCC(=O)Nc3ccccc3)ccc21
16	1	-0.1	10	1	-1	-3	-6	4	1	-2	C=CC[N+](C)(C)C/C(Cl)=C(\Cl)c1ccccc1
17	-16	-0.6	-6	-6	-2	-5	-4	6	-20	-3	Cc1ccccc1NS(=O)(=O)c1nnc(NC(=O)c2ccc(Cl)cc2)s1
18	-3	-0.1	-20	0	0	-5	-2	-1	-2	1	C(=C\c1ccccc1)/CN1CCN(Cc2nc(Cc3ccccc3)no2)CC1
19	0	0.3	-2	-1	-2	-4	2	4	-7	0	Cc1ccc(S(=O)(=O)N(C)C)cc1NC(=O)COC(=O)/C=C/c1cccs1
20	3	0.1	11	-11	3	7	2	-1	6	4	CC1CCN(S(=O)(=O)c2csc(C(=O)Nc3ccccc3)c2)CC1
21	1	-0.3	1	5	-1	-3	-5	5	1	7	COc1ccc(-c2ccc(OC)c([C@H]3[C@@H]4C=CCC[C@@]4(C)C(=O)N3Cc3ccccc3)c2)cc1OC
22	3	-0.3	-4	-1	-2	-3	3	0	0	0	Cc1occc1C(=O)NNC(=O)Nc1ccc([N+](=O)[O-])cc1
23	3	0.3	5	8	0	1	-5	5	-7	0	CC(C)c1ccc(N(C(=O)c2ccc3c(c2)OCO3)C2C=CS(=O)(=O)C2)cc1 (stereo unspecified)
24	-8	-0.5	-4	-1	-3	-5	15	5	-12	-4	Cc1[nH]n(-c2cccc3ccccc23)c(=O)c1/C=N/c1sc2c(c1C#N)CCC2
25	-6	1.1	29*	3	-1	-3	15	-7	-16	-2	N#C/C(=C\Nc1ccc2cn[nH]c2c1)c1nc(-c2ccc(Cl)cc2)cs1
26	1	0.0	4	-5	0	2	-3	2	-8	-3	CSc1nnc(CCCCCCCCc2nnc(SC)o2)o1
27	-4	0.3	-2	-3	-1	3	3	1	-11	-9	CCC(=O)Nc1cccc(-c2nc3ncccc3o2)c1C
28	0	-0.1	5	-4	-1	-7	-6	7	2	-1	CCOC(=O)C1(CCCc2ccccc2)CCN(C(=O)CCc2cnn(C)c2)CC1
29	3	0.3	0	6	-2	-4	3	4	3	-4	CN(C)CC[C@@H](c1ccc(Cl)cc1)c1ccccn1
30	4	-0.2	8	-6	-4	-3	8	0	-6	-2	CC(OC(=O)CCC1CCCCC1)C(=O)Nc1ccc(S(N)(=O)=O)cc1 (stereo unspecified)

Overlap with the part before: seven compounds, then new ones.
cpd	PLC-gamma1 inh	KLK7 zymogen act	ASAP1 GAP inh	DDE Tn6 FP inh	UHRF1 binding	MBD2 DNA inh	ARFGAP1 inhibitor	Tn7 DDE FP	PLCb3 inh	ADAM17 inh	structure
24	-8	-0.5	-4	-1	-3	-5	15	5	-12	-4	Cc1[nH]n(-c2cccc3ccccc23)c(=O)c1/C=N/c1sc2c(c1C#N)CCC2
25	-6	1.1	29*	3	-1	-3	15	-7	-16	-2	N#C/C(=C\Nc1ccc2cn[nH]c2c1)c1nc(-c2ccc(Cl)cc2)cs1
26	1	0.0	4	-5	0	2	-3	2	-8	-3	CSc1nnc(CCCCCCCCc2nnc(SC)o2)o1
27	-4	0.3	-2	-3	-1	3	3	1	-11	-9	CCC(=O)Nc1cccc(-c2nc3ncccc3o2)c1C
28	0	-0.1	5	-4	-1	-7	-6	7	2	-1	CCOC(=O)C1(CCCc2ccccc2)CCN(C(=O)CCc2cnn(C)c2)CC1
29	3	0.3	0	6	-2	-4	3	4	3	-4	CN(C)CC[C@@H](c1ccc(Cl)cc1)c1ccccn1
30	4	-0.2	8	-6	-4	-3	8	0	-6	-2	CC(OC(=O)CCC1CCCCC1)C(=O)Nc1ccc(S(N)(=O)=O)cc1 (stereo unspecified)
31	-4	0.5	-9	8	-6	-10	-3	4	-4	3	Cc1cccc(OCC(=O)N/N=C/c2cn[nH]c2-c2ccc(Cl)c(Cl)c2)c1
32	3	-0.7	3	8	0	1	-8	3	-2	-1	COc1ccc(NC(=O)C2CCCN2S(=O)(=O)c2ccc(F)cc2)cc1 (stereo unspecified)
33	2	0.2	13	-4	20	2	-12	-3	-1	-4	O=c1[nH]c(CN2CCOCC2)nc2ccccc12
34	3	0.1	7	4	-1	-4	2	-1	-3	3	CN(CCC#N)C(=O)CC1(Cc2ccccc2)CCOC(C)(C)C1 (stereo unspecified)
35	2	-0.1	6	1	1	1	1	3	1	-2	COc1ccc(C(=O)NC(=S)Nc2ccc(S(N)(=O)=O)cc2)cc1
36	-51	-0.3	5	-3	2	1	3	13	-78	-9	O=C(Nc1ccc2ccccc2c1)c1ccccc1O
37	2	-0.5	-1	3	0	-3	-1	4	-10	-8	C[C@H](NC(=O)C1CCN(S(=O)(=O)c2ccccc2)CC1)C(=O)NCc1cccc(C(F)(F)F)c1
38	-1	-0.2	3	-4	4	4	6	-6	-8	-1	O=C(Oc1ccccc1/C=C\C(=O)c1cc2ccccc2o1)c1cccc(F)c1
39	-1	-0.1	8	-2	1	2	-7	-2	1	3	CCc1ccc(-c2nc(NC(=O)c3ccc(OCC(=O)Nc4ccc(F)cc4)c(OC)c3)sc2C)cc1
40	1	-0.3	-5	-11	0	0	1	2	-5	-7	Cc1cc(C)cc(NC(=O)COC(=O)CNC(=O)C2CCCCC2)c1
41	-4	16*	3	-4	1	4	15	9	-11	-6	CCC1=C(C(=O)OC)C(c2cc(OC)ccc2OC)C(C#N)=C(N)O1 (stereo unspecified)
42	2	-0.1	-8	5	-2	-1	-5	1	2	-1	CCN(CC(=O)Nc1c(F)cccc1F)C(=O)c1ccc2c(c1)OCO2
43	-4	0.2	-1	0	1	1	-14	0	-5	-18	COCc1cc(C)nc(OCC(=O)N/N=C/c2cc(C)n(-c3c(C)cccc3C)c2C)c1C#N
44	-3	0.0	-1	-3	1	1	1	-3	-6	-5	CC(Oc1ccc(S(=O)(=O)N2CCCC2)cc1[N+](=O)[O-])C(=O)N(C)c1ccccc1 (stereo unspecified)
45	1	0.6	7	1	-2	-1	-12	1	-2	2	CCOc1ccc(NC(=O)CN2CCN(C3c4ccccc4-c4ccccc43)CC2)cc1

Single records, from the list above.
Entry for COc1ccc(NC(=O)C2CCCN2S(=O)(=O)c2ccc(F)cc2)cc1 (stereo unspecified) = PLC-gamma1 inh = 3; KLK7 zymogen act = -0.7; ASAP1 GAP inh = 3; DDE Tn6 FP inh = 8; UHRF1 binding = 0; MBD2 DNA inh = 1; ARFGAP1 inhibitor = -8; Tn7 DDE FP = 3; PLCb3 inh = -2; ADAM17 inh = -1
Entry for COCc1cc(C)nc(OCC(=O)N/N=C/c2cc(C)n(-c3c(C)cccc3C)c2C)c1C#N = PLC-gamma1 inh = -4; KLK7 zymogen act = 0.2; ASAP1 GAP inh = -1; DDE Tn6 FP inh = 0; UHRF1 binding = 1; MBD2 DNA inh = 1; ARFGAP1 inhibitor = -14; Tn7 DDE FP = 0; PLCb3 inh = -5; ADAM17 inh = -18
